# FXIIa inh 1536: factor XIIa (human) inhibition | P00748 | purified FXIIa, Boc-QGR-AMC fluorogenic substrate, 2 h | inhibition, % at 5 µM | 220,000 compounds, 0.3% hits; in the data active means inhibition above about 40%;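 further: 0% = enzyme with no compound and 100% = blank without enzyme; many of its hits are not listed in these tables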
# Target sequence (P00748 20-372 limits assumed): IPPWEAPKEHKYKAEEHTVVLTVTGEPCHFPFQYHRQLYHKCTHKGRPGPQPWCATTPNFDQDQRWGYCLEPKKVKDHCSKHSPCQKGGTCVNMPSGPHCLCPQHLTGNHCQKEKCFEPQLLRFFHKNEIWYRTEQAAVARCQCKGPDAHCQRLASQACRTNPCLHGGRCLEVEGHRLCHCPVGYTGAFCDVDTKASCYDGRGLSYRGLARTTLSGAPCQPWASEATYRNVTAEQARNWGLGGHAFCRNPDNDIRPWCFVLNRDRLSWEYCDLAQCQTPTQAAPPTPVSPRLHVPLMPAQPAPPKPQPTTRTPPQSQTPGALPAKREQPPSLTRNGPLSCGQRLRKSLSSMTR
# Target sequence (P00748 373-615 limits assumed): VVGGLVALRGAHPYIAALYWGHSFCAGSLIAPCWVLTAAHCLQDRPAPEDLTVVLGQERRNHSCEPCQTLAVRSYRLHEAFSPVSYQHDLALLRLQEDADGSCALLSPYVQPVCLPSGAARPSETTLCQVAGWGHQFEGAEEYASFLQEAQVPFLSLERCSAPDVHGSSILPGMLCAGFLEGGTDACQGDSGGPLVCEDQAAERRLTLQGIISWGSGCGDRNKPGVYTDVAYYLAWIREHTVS
# Rad51 HR inh: blocks human Rad51 in homologous recombination. 200,000 compounds, 0.085% hits. hRad51 DNA strand exchange, fluorescence dequenching. inhibition, % at 10 µM. AID 1385;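 active means inhibition above 40% at the single screening dose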;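 further: 0% = DMSO control wells and 100% = blanks with heterologous ssDNA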
#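 System: hRad51 filaments on single-stranded DNA; reagent: Fluorescein- and BHQ1-tagged 47-mer duplex; compound dosing: one concentration, 10 µM final; timing: filaments 15 min 37 °C, then compound 30 min; measured by: fluorescein emission 520 nm, excitation 485 nm; benchmarks: per-plate controls and blanks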
# 14-3-3 Bad PPI: disrupts binding of bovine 14-3-3 zeta to phospho-Bad peptide | P63103 | TR-FRET 14-3-3zeta/Dy647-pBad peptide displacement, 1 h | inhibition, % at 21.7 µM | 220,000 compounds, 0.71% hits | AID 781;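 active means inhibition above about 70%, limit read from the data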;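 further: 0% = full 14-3-3 plus peptide FRET controls and 100% = background without 14-3-3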
# Target sequence (P63103 whole entry, looked up): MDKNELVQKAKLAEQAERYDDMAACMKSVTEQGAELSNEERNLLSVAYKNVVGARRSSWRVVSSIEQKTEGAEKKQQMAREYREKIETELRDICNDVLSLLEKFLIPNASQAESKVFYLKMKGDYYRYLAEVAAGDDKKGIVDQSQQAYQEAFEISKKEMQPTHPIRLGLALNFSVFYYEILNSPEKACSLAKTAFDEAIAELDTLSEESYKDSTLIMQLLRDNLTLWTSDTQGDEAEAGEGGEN
# KLK5 inh: kallikrein 5 (human) inhibition | recombinant hK5, fluorogenic AMC substrate cleavage | inhibition, % at 5 µM | 210,000 compounds, 0.59% hits | AID 873;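 active means inhibition of 40% or more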;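 further: 0% = enzyme controls without compound and 100% = no-enzyme blanks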
# Target sequence (Q9Y337 67-293 limits assumed): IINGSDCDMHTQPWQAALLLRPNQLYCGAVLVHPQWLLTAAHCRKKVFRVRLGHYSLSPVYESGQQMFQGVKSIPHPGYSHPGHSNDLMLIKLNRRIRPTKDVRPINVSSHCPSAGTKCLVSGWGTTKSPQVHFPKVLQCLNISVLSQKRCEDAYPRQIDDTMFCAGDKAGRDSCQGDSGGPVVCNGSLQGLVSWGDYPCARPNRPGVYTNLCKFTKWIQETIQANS
# Mdm2 ligase inh: inhibitors of human Mdm2 E3 ubiquitin ligase | signal enhancement, % at 5 µM | AID 1230 | 210,000 compounds, 0.11% hits | Q00987 | cell-based MDM2 ubiquitination luciferase reporter, 2 h; 0 = plate control, 100 = twice control, blank-subtracted;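 active means signal enhancement of 30% or more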;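 further: luminescence tracks abundance of the self-degrading MDM2-luciferase fusion protein; higher signal means inhibition of MDM2 E3 ligase activity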
#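 Test system: mammalian cells stably expressing self-ubiquitinating, self-degrading MDM2 E3–luciferase fusion; Amount: 2000 cells in each well; Medium: DMEM; Schedule: 4 h settle plus 2 h compound, 37 °C; Technique: SteadyLite luciferase luminescence after 15 min room-temperature reagent incubation; Benchmarks: plate control and blank wells.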
# FXIa inh: inhibitors of human coagulation factor XIa. 220,000 compounds, 0.14% hits. purified FXIa, Boc-Glu-Ala-Arg-AMC fluorogenic substrate. inhibition, % at 5 µM. AID 798;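 active means inhibition of at least 40%; inactive means inhibition below 40%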;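 further: fluorescence of freed AMC excited at 355 nm; 0% = enzyme without compound and 100% = no enzyme blank; many of its hits are not listed in these tables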
# Wee1 stabilizer: inhibitors of human Wee1 degradation. HeLa Luc-Wee1K328M stability, luciferase luminescence; 100% = proteasome inhibitor MG132 effect. reporter increase, % at 5 µM. 220,000 compounds, 1.2% hits. AID 1321;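 active means activation above the mean of all tested compounds plus 3 SD, set per screening run, cut at about 8.8% in these data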;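 further: cells exposed to compound for 20 h before luminescence read; 0% = DMSO alone and 100% = MG132 at 30 µM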
# p97 ATPase inh: blocks human p97 ATPase activity; P55072; recombinant p97 ATPase, Kinase-Glo ATP luminescence, 3 h; inhibition, % at 8 µM; 220,000 compounds, 0.42% hits; in the data active means inhibition above about 15%;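 further: 0% = DMSO vehicle and 100% = wells lacking enzyme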
# eIF4E-4G inh: eIF4E/eIF4G interaction inhibition in translation initiation. AID 782. TR-FRET eIF4E-eIF4GI(517-606) binding, 2 h. inhibition, % at 21.7 µM. P63073+Q04637. 220,000 compounds, 0.37% hits;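 active means inhibition above about 30%, limit read from the data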;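 further: 0% = full FRET control wells and 100% = background wells lacking eIF4GI fragment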
# Active calls of the source: *; · = no result given; [ ] = dose if it differs, or a comment.
No.	SMILES	p97 ATPase inh	FXIa inh	14-3-3 Bad PPI	KLK5 inh	eIF4E-4G inh	Rad51 HR inh	Mdm2 ligase inh	Wee1 stabilizer	FXIIa inh 1536
1	CCCc1c(C)c2cc(C)ccc2[nH]c1=O	-3	7	7[fluorescence artefact?]	-7	-3	4	10	-1	17
2	CCOc1ccc(S(=O)(=O)Nc2nccs2)cc1	4	1	-17	3	0	4	5	0	6
3	Cc1ccc2[nH]c(=O)c(CN(CCCN3CCOCC3)C(=O)NC3CCCCC3)cc2c1	0	0	5[fluorescence artefact?]	4	7[fluorescence artefact?]	-7	-5	-4	12
4	COc1ccc(NC(=O)N(CCc2ccccc2)Cc2cc3c(C)cc(C)cc3[nH]c2=O)cc1	-1	3	0	-8	8	0	-41	-3	6
5	COC(=O)C(CC(C)C)N1CCC(=O)c2ccccc2S1(=O)=O (configuration not stated)	·	0	-1	1	-9	2	16	·	5
6	CCc1ccc2[nH]c(=O)c(CN(CCCN3CCOCC3)C(=O)Nc3ccc(Cl)cc3)cc2c1	1	-3	4	5	5	3	9	0	7
7	CC1(C)Cc2c(cnn2-c2ccccc2)-c2c1c1ccccc1n2CC(O)CBr (configuration not stated)	5	-9	-21[fluorescence artefact?]	-45	2[fluorescence artefact?]	16	-16	4	-2
8	Cc1ccccc1N(CC(=O)NC1CCCC1)C(=O)c1csnn1	5	-2	0	-4	5	-3	-11	-2	5
9	COCCn1c(=NC(=O)c2cccs2)sc2cc(NC(C)=O)ccc21	5	15	9	-11	2	-7	-21	0	5
10	CCOC(=O)c1ccc(NC2Nc3cc(C)nn3S2)cc1 (configuration not stated)	3	-3	-14	1	-2	-55	-11	6	4
11	CC(=O)Cc1nsc(Nc2ccc(Cl)cc2)n1	-1	-7	-8	6	3	-8	-8	2	6
12	O=C(Nc1ccc2c(c1)OCO2)c1ccc(NC2CC2)c([N+](=O)[O-])c1	2	1	-7	-22	4	·	·	5	5
13	CCOC(=O)N1CCC(NC(=O)c2cc3c(-c4ccc(OC)c(OC)c4)nn(C)c3s2)CC1	0	-5	-8	0	-9	-2	-7	-3	-13
14	C=CCNC(=S)NNC(=O)COc1ccc2cc(Br)ccc2c1	2	7	-24	-7	-3	-1	-8	-2	7
15	CC1CC(=O)C=C(O)C1C(=O)OC(C)(C)C (configuration not stated)	4	-17	-7	-30	2	-2	-17	4	2
16	COC(=O)C1=C(C)N=C2SC(C#N)=C(N)N2C1c1cccc(OC)c1 (configuration not stated)	6	8	5	2	6	-7	-31	1	13
17	Cc1ccc(C(C[N+](=O)[O-])c2c(C)cc3ccccn23)cc1 (configuration not stated)	-4	-6	-11[fluorescence artefact?]	-13	2	-6	4	1	6
18	CC(C(O)C12CC3CC(CC(C3)C1)C2)N1CCCCC1 (configuration not stated)	0	0	-3	5	1	11	-4	4	11
19	O=C(Nc1ccc(S(=O)(=O)NC2=NCCCCC2)cc1)c1ccco1	-1	2	-3	-2	1	7	0	-2	7
20	CCOC(=O)c1sc(NC(=O)CSc2nc3c(cc2C#N)CCCCCC3)c(C#N)c1C	-1	-1	-3[fluorescence artefact?]	-20	-58	4	-12	-1	2
21	O=C(O)COn1c(-c2ccc(Cl)cc2)nc2ccc(Cl)cc21	2	0	-10	-5	1	17	-46	4	10
22	CCOC(=O)N1CCN(C(=S)NC(=O)c2cncc(Br)c2)CC1	-5	-5	-11	-13	0[fluorescence artefact?]	·	-10	4	2
23	Cc1csc(NC(=O)CSc2nnc(-c3ccoc3C)n2C(C)c2ccccc2)n1 (configuration not stated)	-3	-11	-2	-6	1	10	·	2	5
24	FC(F)(F)c1cccc(NC(=S)NNC(=S)Nc2cccc(C(F)(F)F)c2)c1	-5	7	-5	5	4	9	-1	4	7
25	O=C(C1=C[C@H](c2ccc(Br)cc2)C[C@H](OCc2ccc(CO)cc2)O1)N1CCOCC1	-1	3	4	6	-3	2	·	-1	10
26	COCCC(=O)N(Cc1ccc2c(c1)OCO2)C(C(=O)NC1CCCCC1)c1ccncc1 (configuration not stated)	1	-6	-7	-9	-1	-4	-22	0	-5
27	CCn1ncc(C2=NOC(C(=O)NCc3ccc(Cl)cc3)C2)c1C (configuration not stated)	8	-6	-8	-4	2	·	0	6	11
28	O=[N+]([O-])c1cccc(-c2ccc(SCc3ccccn3)nn2)c1	5	0	-11	-14	2	-12	-3	3	-1
29	CC(NC(=O)COc1cc(=O)n(C)c2ccccc12)c1ccc2c(c1)OCCO2 (configuration not stated)	-5	8	-4	9	-5	1	-25	1	18
30	CN(C)Cc1ccccc1COc1ccccc1	2	-3	6	-15	20	-16	2	0	-2

# Single records (already shown). Order of screens: p97 ATPase inh | FXIa inh | 14-3-3 Bad PPI | KLK5 inh | eIF4E-4G inh | Rad51 HR inh | Mdm2 ligase inh | Wee1 stabilizer | FXIIa inh 1536
# FC(F)(F)c1cccc(NC(=S)NNC(=S)Nc2cccc(C(F)(F)F)c2)c1 as listed: -5 | 7 | -5 | 5 | 4 | 9 | -1 | 4 | 7
# COC(=O)C1=C(C)N=C2SC(C#N)=C(N)N2C1c1cccc(OC)c1 (configuration not stated) as listed: 6 | 8 | 5 | 2 | 6 | -7 | -31 | 1 | 13
# Cc1ccc(C(C[N+](=O)[O-])c2c(C)cc3ccccn23)cc1 (configuration not stated) as listed: -4 | -6 | -11[fluorescence artefact?] | -13 | 2 | -6 | 4 | 1 | 6
# O=C(Nc1ccc2c(c1)OCO2)c1ccc(NC2CC2)c([N+](=O)[O-])c1 as listed: 2 | 1 | -7 | -22 | 4 | · | · | 5 | 5
# CCOC(=O)N1CCN(C(=S)NC(=O)c2cncc(Br)c2)CC1 as listed: -5 | -5 | -11 | -13 | 0[fluorescence artefact?] | · | -10 | 4 | 2

# In a second layout: three of the compounds above
3) Cc1ccc2[nH]c(=O)c(CN(CCCN3CCOCC3)C(=O)NC3CCCCC3)cc2c1
  p97 ATPase inh = 0	FXIa inh = 0	14-3-3 Bad PPI = 5[fluorescence artefact?]	KLK5 inh = 4	eIF4E-4G inh = 7[fluorescence artefact?]	Rad51 HR inh = -7	Mdm2 ligase inh = -5	Wee1 stabilizer = -4	FXIIa inh 1536 = 12
7) CC1(C)Cc2c(cnn2-c2ccccc2)-c2c1c1ccccc1n2CC(O)CBr (configuration not stated)
  p97 ATPase inh = 5	FXIa inh = -9	14-3-3 Bad PPI = -21[fluorescence artefact?]	KLK5 inh = -45	eIF4E-4G inh = 2[fluorescence artefact?]	Rad51 HR inh = 16	Mdm2 ligase inh = -16	Wee1 stabilizer = 4	FXIIa inh 1536 = -2
16) COC(=O)C1=C(C)N=C2SC(C#N)=C(N)N2C1c1cccc(OC)c1 (configuration not stated)
  p97 ATPase inh = 6	FXIa inh = 8	14-3-3 Bad PPI = 5	KLK5 inh = 2	eIF4E-4G inh = 6	Rad51 HR inh = -7	Mdm2 ligase inh = -31	Wee1 stabilizer = 1	FXIIa inh 1536 = 13

# Continuation:
No.	SMILES	p97 ATPase inh	FXIa inh	14-3-3 Bad PPI	KLK5 inh	eIF4E-4G inh	Rad51 HR inh	Mdm2 ligase inh	Wee1 stabilizer	FXIIa inh 1536
31	CC(C)(CC(=O)O)CC(=O)NCc1c(Cl)cccc1Sc1ccc(Cl)cc1	1	5	-6	2	1	·	-1	0	10
32	COc1cccc(OCCn2c(C)c(/C=N/n3cnnc3)c3ccccc32)c1	-1	8	-3	1	1	-1	-4	-4	20
33	CCCC(=O)Nc1ccc2nc(SCC(=O)N3CCCC3)sc2c1	-2	-6	2	-4	-1	-5	-2	0	5
34	COc1cc(C(=O)O/N=C(\N)c2ccccn2)cc(OC)c1OC	8	4	0	4	1	-4	-16	4	6
35	O=c1cc(NCc2ccccc2)nc2n1CCCS2	4	-3	-3	-10	-1	·	-1	2	3
36	O=[N+]([O-])c1cc(S(=O)(=O)N2CCCCCC2)ccc1F	2	3	-8	-7	0	-6	-17	5	5
37	Fc1ccc(-c2ccnc3nc(N4CCOCC4)nn23)cc1	4	-5	-9	-45	2	-1	-10	-2	0
38	Cc1ccc(C)c(S(=O)(=O)NCc2ccc(C(=O)NCc3ccco3)cc2)c1	-4	4	-3[fluorescence artefact?]	-9	-5	5	·	6	10
39	O=C(NC1CCCC1)c1c[nH]c2ccc(F)cc2c1=O	3	4	5	14	7	0	-7	1	9
40	NC(=S)Nc1c(Cl)cccc1Cl	-5	2	-9	-5	-1	15	-6	4	6
41	C=CCN1C(=NC(=O)CCC)SC2CS(=O)(=O)CC21 (configuration not stated)	-5	-4	2[fluorescence artefact?]	-6	-3	-5	-18	4	5
42	COc1cccc(C2C(C(=O)c3cc4cccc(OC)c4o3)=C(O)C(=O)N2c2cc(C)on2)c1OC (configuration not stated)	3	1	34[fluorescence artefact?]	-17	1	·	-9	3	8
43	Fc1ccc(-c2cc(C(F)(F)F)nc(-n3cc(Cl)cn3)n2)cc1	4	-3	-4	5	1	-21	-9	0	6
44	O=C(c1cnc2n(c1=O)CCS2)N1CCCc2ccccc21	0	-4	-21	-5	5[fluorescence artefact?]	-4	1	0	6
45	Cc1nn(Cc2ccccc2Cl)c(C)c1NC(=O)/C=C/c1cnn(C)c1	0	-13	-6[fluorescence artefact?]	-10	-11	-7	-26	1	2
46	CC1CC(C)(C)NC(=S)N1CCCC(=O)N1CCN(c2ccc(F)cc2)CC1 (configuration not stated)	4	6	-9	-4	-8	1	-10	-2	14
47	Cc1cccc(N)c1SC1CCCCC1O (configuration not stated)	0	7	4	-5	7	-1	-9	0	3
48	Cc1ccc(S(=O)(=O)C2(C(=O)Nc3ccc(C(C)C)cc3)CC2)cc1	-3	1	-7	-1	0	12	-8	4	5
49	CN=Cc1c(NC)nc2c(C)cccn2c1=O	-1	-2	13[fluorescence artefact?]	-1	3[fluorescence artefact?]	3	-36	-3	8
50	CC(C)OCCCNS(=O)(=O)c1ccc2c(c1)OCCO2	2	0	-6	-15	-1	1	5	-2	3
51	Cc1cccc(N(C)C(=O)c2coc(=O)c3ccccc23)c1	3	14	13	-4	3	5	-6	5	23
52	CCOC(=O)c1cnc2cc(C)ccn2c1=O	5	9	6	-19	3	·	·	2	9
53	COc1ccc2c3c1OC1CC(O)C=CC31CCN(C)C2 (configuration not stated)	3	1	-2	3	-1	-9	3	4	3
54	Cc1cccc(NC2=C(C#N)C(=O)NC3(CCCC3)S2)c1	-1	-6	-1	0	-1	3	-12	-2	6
55	O=C(Nc1cccc(-c2nc3cccnc3s2)c1)C1c2ccccc2Oc2ccccc21	4	6	91*	-13	34*	·	·	-2	15
56	CC1(C)CC2(CCO1)OC(=O)CC2C(=O)Nc1c(Cl)cccc1Cl (configuration not stated)	6	2	4	2	-2	-12	-2	0	4
57	COc1ccc(C(=O)NNC(=O)CSc2nc3c([nH]2)c(=O)n(C)c(=O)n3C)cc1	3	-2	-14	-1	2	0	-7	-2	5

# Some of the entries above, set out differently.
item | p97 ATPase inh | FXIa inh | 14-3-3 Bad PPI | KLK5 inh | eIF4E-4G inh | Rad51 HR inh | Mdm2 ligase inh | Wee1 stabilizer | FXIIa inh 1536 | compound
33 | -2 | -6 | 2 | -4 | -1 | -5 | -2 | 0 | 5 | CCCC(=O)Nc1ccc2nc(SCC(=O)N3CCCC3)sc2c1
34 | 8 | 4 | 0 | 4 | 1 | -4 | -16 | 4 | 6 | COc1cc(C(=O)O/N=C(\N)c2ccccn2)cc(OC)c1OC

# Bioassay records from PubChem.
